Source: PubChem BioAssay (The Scripps Research Institute Molecular Screening Center)
ULK1 primary: inhibitors of human ULK1 kinase. O75385. AlphaScreen Atg13 phosphorylation by ULK1, luminescence. inhibition, % at 5.96 µM. actives 1.9% (n = 30,000); in the data active means inhibition above about 43%;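 further: 0% = median of compound wells and 100% = no enzyme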
Target sequence (O75385 whole entry, looked up): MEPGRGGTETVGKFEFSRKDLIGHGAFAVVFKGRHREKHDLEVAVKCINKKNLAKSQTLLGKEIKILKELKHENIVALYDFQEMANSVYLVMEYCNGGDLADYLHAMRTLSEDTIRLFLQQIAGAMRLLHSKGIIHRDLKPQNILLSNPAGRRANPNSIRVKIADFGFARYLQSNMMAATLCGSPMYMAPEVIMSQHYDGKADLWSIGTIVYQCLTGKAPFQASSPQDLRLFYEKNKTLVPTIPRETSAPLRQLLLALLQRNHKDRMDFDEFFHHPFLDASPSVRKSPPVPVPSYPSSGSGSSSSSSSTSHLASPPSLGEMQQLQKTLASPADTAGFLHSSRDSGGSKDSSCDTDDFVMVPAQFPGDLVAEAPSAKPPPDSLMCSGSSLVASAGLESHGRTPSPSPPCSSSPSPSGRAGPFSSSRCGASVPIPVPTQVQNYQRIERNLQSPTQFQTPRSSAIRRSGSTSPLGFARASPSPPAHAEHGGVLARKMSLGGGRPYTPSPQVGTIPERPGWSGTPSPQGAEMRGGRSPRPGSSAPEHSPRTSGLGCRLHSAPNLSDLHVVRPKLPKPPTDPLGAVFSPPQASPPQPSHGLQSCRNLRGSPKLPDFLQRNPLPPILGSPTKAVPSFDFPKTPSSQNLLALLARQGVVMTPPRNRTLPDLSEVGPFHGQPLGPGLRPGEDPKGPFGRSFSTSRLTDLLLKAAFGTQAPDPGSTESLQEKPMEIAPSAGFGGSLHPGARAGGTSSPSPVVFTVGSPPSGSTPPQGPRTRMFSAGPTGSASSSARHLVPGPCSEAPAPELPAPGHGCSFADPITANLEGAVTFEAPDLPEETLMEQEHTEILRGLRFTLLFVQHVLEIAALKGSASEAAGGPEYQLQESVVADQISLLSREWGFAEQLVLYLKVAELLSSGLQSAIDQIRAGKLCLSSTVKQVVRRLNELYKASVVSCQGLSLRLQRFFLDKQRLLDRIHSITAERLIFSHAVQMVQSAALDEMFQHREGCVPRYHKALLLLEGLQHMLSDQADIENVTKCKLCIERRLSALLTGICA
ASK1 primary: inhibitors of human ASK1 kinase | Q99683 | AlphaScreen MKK6 phosphorylation by ASK1, luminescence | inhibition, % at 7.44 µM | actives 0.99% (n = 22,000); in the data active means inhibition above about 35%;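 further: 0% = median of compound wells and 100% = no enzyme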
An asterisk follows results filed as active; . = not tested or not shown. This is a random part of the collection (roughly 2.8% active in at least one column).

SMILES	ULK1 primary	ASK1 primary
O=C(Nc1ccc2[nH]ncc2c1)c1cccnc1OC1CCN(Cc2ccccc2)CC1	5	1
Cc1cc(Nc2ccc(N3CCOCC3)cc2)nc(N2CCOCC2)n1	-9	3
O=C(C1COc2ccccc2O1)N1CCOc2ccc(-c3ccncc3)cc21 (centres undefined)	-3	10
Cc1cc(NCCCN2CCCC2=O)nc(-c2ccc(N3CCOCC3)nc2)n1	-14	-15
CN1CCN(c2ccc(-c3nc4ccc(C(=O)NC5CCN(Cc6ccccc6)CC5)cc4s3)cc2)CC1	13	5
C=CCN1CCN(c2c(Cl)cccc2NC(=O)c2ncn[nH]2)CC1	1	-12
CC(=O)Nc1ccc(Nc2cc(-c3ccc(C(N)=O)cc3)nc(N)n2)cc1	-9	-7
CCN(CC)C(=O)C1CCCN(c2nc(NCCN(C(C)C)C(C)C)c3ncn(-c4ccccc4)c3n2)C1 (centres undefined)	7	-4
COc1ccc(Nc2ncc(-c3ccc(Cl)cc3)cn2)cc1	-8	.
O=C(C(O)c1ccc(F)cc1)N1CCN(c2ccc3[nH]ncc3c2)CC1 (centres undefined)	3	3
CCCNc1nc(Nc2ccc(N3CCOCC3)cc2)nc2nc[nH]c12	42	-10
O=C(NCc1ccco1)c1ccc2ccccc2n1	2	.
O=C(Nc1ccc(N2CCOCC2)cc1)c1cnc(NCc2ccc3c(c2)OCO3)s1	36	-5
COc1ccc(C(N)c2nc3ccc(-c4cn[nH]c4)cc3c(=O)[nH]2)cc1 (centres undefined)	16	15
Cc1noc(C)c1-c1cncc(C(=O)NCCN(C(C)C)C(C)C)c1	-8	-3
Cc1ccc(CNC(=O)Nc2ccc(-c3cn[nH]c3)cc2)cc1	1	0
O=C(Cc1cn(-c2ccc(N3CCN(Cc4ccc5c(c4)OCO5)CC3)nn2)c2ccccc12)Nc1ccc(N2CCOCC2)cc1	21	39*
O=C(NCc1ccccc1)c1ccc2nc(Nc3nccc4ccccc34)sc2c1	7	9
CCCNc1nc(N2CCN(c3ccccn3)CC2)nc2c1ncn2CCN1CCCC1=O	0	-1
COc1ccc(C(=O)Nc2ccc(-c3cn[nH]c3)cc2N2CCC(N(C)C)CC2)cc1	5	7
COc1cc2nc(NCc3ccc4c(c3)OCO4)nc(Nc3cc(OC)c(OC)c(OC)c3)c2cc1OC	-21	8
c1cncc(Nc2nc(Nc3ccc(N4CCOCC4)cc3)c3ncn(C4CCCCC4)c3n2)c1	-20	4
CCC(O)c1ccccc1 (centres undefined)	-9	.
Nc1c(C(=O)NCc2ccccc2)cnn1-c1ccnc(Nc2ccc(N3CCOCC3)cc2)c1	-10	20
CC(C)N(CCNc1cc(-c2ccc(N3CCOCC3)nc2)ncn1)C(C)C	-8	2

Grouped by structure, the compounds so far containing a Cl atom.
SMILES	ULK1 primary	ASK1 primary
C=CCN1CCN(c2c(Cl)cccc2NC(=O)c2ncn[nH]2)CC1	1	-12
COc1ccc(Nc2ncc(-c3ccc(Cl)cc3)cn2)cc1	-8	.

(more compounds)
SMILES	ULK1 primary	ASK1 primary
CN1C(=O)C(C)(C)COc2ccc(NC(=O)c3ccccc3Br)cc21	10	.
COC(CNc1cc(-c2ccccc2)nc(-c2cccnc2)n1)OC	-33	.
CC(C)N(C(=O)CSc1nnc2n1CCN2c1ccc(F)cc1)C(C)C	3	.
O=C(Nc1ccc(Oc2ccccc2)cc1)c1cccc(-c2ccccc2)c1	14	-21
O=C(NCc1ccccc1)c1cccc(N2CCC(N3CCOCC3)CC2)n1	1	-32
O=C1CCCN1CCn1cnc2c(Nc3ccc4c(c3)OCO4)nc(Nc3ccc(C(F)(F)F)cc3)nc21	-6	-6
Cc1cc(C(=O)O)ccc1Nc1nccc(-c2ccc(S(C)(=O)=O)cc2)n1	3	-16
O=C1CCCN1CCn1cnc2c(NCCc3ccc(O)cc3)nc(N3CCCC3CO)nc21 (centres undefined)	0	11
COc1ccc(CCNC(=O)COc2ccc(Cl)cc2)cc1	-6	.
Nc1nc(Nc2cnccn2)nc2c1ncn2CCN1CCCC1=O	1	-22
CCCN1CCC2(CC1)NC(=O)N(CC(=O)N1CCN(C(=O)OCC)CC1)C2=O	5	.
Cn1c(=O)[nH]c(N2CCC3(CC2)OCCO3)c(Cc2ccc(C#N)cc2)c1=O	0	.
Cc1noc(C)c1-c1nc(NCCN(C(C)C)C(C)C)c2ncn(-c3ccccc3)c2n1	-1	-10
O=C(NCc1cccnc1)c1cnc(N2CCc3ccccc3C2)s1	-20	0
CC(C)(C)OC(=O)N1CCC[C@@H]1C(=O)NC1CCC(Nc2ccc3[nH]ncc3c2)CC1 (some centres undefined)	-3	-1
OCCNc1nc(N2CCN(Cc3ccc4c(c3)OCO4)CC2)nc2c1ncn2C1CCCCC1	-10	12
FC(F)(F)c1cccc(CNc2ccnc(-c3cccs3)n2)c1	-3	-4
Cc1cc(-c2ccc(N=Nc3ccc4c(S(=O)(=O)O)cc(S(=O)(=O)O)c(N)c4c3O)c(C)c2)ccc1N=Nc1ccc2c(S(=O)(=O)O)cc(S(=O)(=O)O)c(N)c2c1O	57*	.
FC(F)(F)c1cccc(CNc2ccnc(Nc3nccc4ccccc34)n2)c1	-21	-28
NC(=O)c1ccc(CNc2nccc(-c3ccccc3)n2)cc1	-6	4
N[C@H](Cc1ccc(F)cc1)c1nc2ccc(-c3cn[nH]c3)cc2c(=O)[nH]1	21	16
CC(=O)Nc1n[nH]c(-c2ccc(C)cc2)c1C	2	.
Cc1nc(C)n(-c2ccc(Nc3cc(-c4[nH]ncc4-c4ccccc4)ccn3)cc2)n1	-38	7
COc1ccc(CCNC(=O)c2cccc(-c3cccc(C(C)=O)c3)n2)cc1	-9	-6
CCCNc1nc(Nc2ncccn2)nc2nc[nH]c12	2	-11

Full records, quoted from the list.
O=C(Nc1ccc2[nH]ncc2c1)c1cccnc1OC1CCN(Cc2ccccc2)CC1 is listed with ULK1 primary: 5; ASK1 primary: 1
COc1cc2nc(NCc3ccc4c(c3)OCO4)nc(Nc3cc(OC)c(OC)c(OC)c3)c2cc1OC is listed with ULK1 primary: -21; ASK1 primary: 8

ASK1 primary, entries above that show a hit.
SMILES	ULK1 primary	ASK1 primary
O=C(Cc1cn(-c2ccc(N3CCN(Cc4ccc5c(c4)OCO5)CC3)nn2)c2ccccc12)Nc1ccc(N2CCOCC2)cc1	21	39*

More structures.
SMILES	ULK1 primary	ASK1 primary
COc1cc(Nc2nc(C(=O)Nc3ccccc3)cs2)cc(OC)c1OC	-7	1
CCCNc1cc(C)nc(NCCCN2CCCC2=O)n1	6	-1
COc1ccc(CCNC(=O)c2cccc(Nc3nccc4ccccc34)c2)cc1	-2	-13
COc1cc(Nc2cc(Nc3ccc(C(F)(F)F)cc3)ncn2)cc(OC)c1OC	-20	1
Cc1ncn(-c2ccc(Nc3ncc4cccc(Nc5ccccc5)c4n3)cc2)n1	-7	33
CN1CCN(C(=O)c2ccc(-c3cc(NCc4nc5ccccc5[nH]4)ncn3)cc2)CC1	-10	5
CNc1cc(-c2ccnc(Nc3ccc(-n4cnc(C)n4)cc3)c2)no1	-16	8
Cc1ccc(Cc2c(N3CCCCCC3)[nH]c(=O)n(C)c2=O)cc1	-6	.
Cc1ccc(S(=O)(=O)n2ccn(C(=O)C(C)Oc3ccccc3)c2=O)cc1 (centres undefined)	-17	.
FC(F)(F)c1ccc(Cn2cnc3c(Nc4ccc5c(c4)OCO5)nc(Nc4ccc(C(F)(F)F)cc4)nc32)cc1	-8	13
c1ccc2c(-c3nc(Nc4ccc(N5CCOCC5)cc4)c4[nH]cnc4n3)csc2c1	-22	4
NC(=O)c1ccc(-c2nc(NCCc3ccc(O)cc3)c3ncn(-c4ccccc4)c3n2)cc1	-22	4
Nc1nc(N2CCc3ccccc3C2)nc2nc[nH]c12	24	-7
CC1CN(C(=O)c2ccc(COc3cccc4c3OC(C)(C)C4)cc2)CC(C)O1 (centres undefined)	2	.
Cc1ccccc1CN1CCc2c(O)cccc2C1=O	-3	.
CCOc1ccc(S(=O)(=O)N2CCCCCC2)cc1	4	.
COc1ccc2c(c1)CC(C(=O)Nc1ccc(-c3ccnc(N)c3)cc1C(=O)N(C)C)CO2 (centres undefined)	-2	8
Cc1cc(NCCCN2CCCC2=O)nc(N2CCN(Cc3ccc4c(c3)OCO4)CC2)n1	-3	-1
Cc1cnc(CNc2cc(-c3ccncc3)nc(-c3cccnc3)n2)nc1	15	.
Cc1nc(N2CCN(c3ccc([N+](=O)[O-])cc3)CC2)c(C#N)c(C)c1[N+](=O)[O-]	5	.
CN(C)C(=O)COc1cc(-c2ccnc(N)n2)ccc1NC(=O)C1COc2ccc(F)cc2C1 (centres undefined)	-11	-20
CC(=O)OC1CC2CCC(C1)N2C(=O)N1c2ccccc2C=Cc2ccccc21 (centres undefined)	-15	.
CC(C)N(CCNC(=O)c1cccc(-c2ccc(C(N)=O)cc2)n1)C(C)C	-9	-12
CS(=O)(=O)c1ccc2c(c1)NC(=O)C(Cc1ccccc1)N2C(=O)Cc1ccccc1 (centres undefined)	-2	.
Nc1nc(NCCN2CCOCC2)cc(-c2ccc(N3CCOCC3)nc2)n1	-4	5

The results go on:
SMILES	ULK1 primary	ASK1 primary
Cc1cc(NCCN(C(C)C)C(C)C)nc(N2CCc3ccccc3C2)n1	-7	-3
c1ccc(Nc2cc(NC3CC3)ncn2)cc1	-15	5
Cc1nc2sc3c(c2c(=O)n1N=C1C=CC(=O)C=C1)CCCC3	-1	.
Nc1nc(NCc2cccc(C(F)(F)F)c2)cc(N2CCN(Cc3ccc4c(c3)OCO4)CC2)n1	-10	-16
CCCN[C@@H](/C(=C/CCO)C1=CCCC1)c1cccc(Cl)c1	-6	-2
CCCNc1nc(-c2ccc(N3CCN(C)CC3)cc2)nc2c1ncn2C(C)C	13	3
COc1ccc(-c2nc(N)c3ncn(Cc4ccc(C(F)(F)F)cc4)c3n2)cc1	-49	4
Cc1cnc(Nc2ccncn2)nc1NC1CCN(Cc2ccccc2)CC1	-5	-2
O=C1/C(=C/c2ccc(Br)cc2)SC(=S)N1C1CCS(=O)(=O)C1 (centres undefined)	7	.
COc1ccc(CCNC(=O)c2cnc(N3CCN(Cc4ccc5c(c4)OCO5)CC3)s2)cc1	-10	-4
COc1cc(NC(=O)c2cc(Nc3ccc(N4CCOCC4)cc3)nc3ccccc23)cc(OC)c1OC	-13	9
COc1cc2nc(Nc3ccc4ncccc4c3)nc(Nc3cc(OC)c(OC)c(OC)c3)c2cc1OC	-26	5
O=C(NCCCCc1ccccc1)c1cccnc1Cl	-3	.
CCOc1c(C)cnc2c1c(=O)n(Cc1cccnc1)c(=O)n2C	2	.
CN1CCCC(CC2c3ccccc3Sc3ccccc32)C1 (centres undefined)	-1	.
Fc1ccc(-c2cc(NCc3ccco3)nc(-c3ccncc3)n2)cc1	16	.
COc1cc2nc(-c3ccc(N4CCOCC4)nc3)nc(Nc3ccccc3)c2cc1OC	-15	-8
Cc1cc(C(=O)N/N=C/c2ccc(-c3ccc(I)cc3)o2)n[nH]1	26	.

4 compounds drawn at random from the list so far:
SMILES	ULK1 primary	ASK1 primary
CCOc1c(C)cnc2c1c(=O)n(Cc1cccnc1)c(=O)n2C	2	.
O=C(NCCCCc1ccccc1)c1cccnc1Cl	-3	.
Cc1cnc(Nc2ccncn2)nc1NC1CCN(Cc2ccccc2)CC1	-5	-2
COc1cc2nc(-c3ccc(N4CCOCC4)nc3)nc(Nc3ccccc3)c2cc1OC	-15	-8
